NCOA3 inh: human NCOA3 inhibition. 360,000 tested, 0.17% active. inhibition, % at 3.6 µM. HEK293 GAL4-SRC3 luciferase reporter, luminescence. AID 588352;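 active = inhibition above a per-campaign cutoff, the mean of all compounds plus 3 SD, cut at about 60% in these data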;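 also: 0% = DMSO-treated cells and 100% = gossypol-treated cells at 36 µM; higher means less SRC3-driven luciferase light from the GAL4 reporter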
SRC2 inh: human SRC2 (NCOA2) inhibition | Q15596 | HEK293 GAL4-SRC2 luciferase reporter, luminescence | inhibition, % at 9 µM | 370,000 tested, 0.17% active;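 active = inhibition above the mean inhibition of all tested compounds plus 3 SD, set per campaign, cut at about 52% in these data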;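 also: 0% = DMSO treated cells and 100% = cells given Gossypol at 36 µM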
LMP1 NFkB inh: reduces LMP1-driven NF-kappaB luciferase signal. inhibition, % at 12.5 µM. 350,000 tested, 0.69% active. LMP1-induced NF-kappaB luciferase reporter cells, luminescence. AID 504558; in the data active = inhibition above about 41%;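 also: 0% = neutral control wells and 100% = reference inhibitor control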
MC4R barr agon: activates human MC4R beta-arrestin recruitment. U2OS MC4R beta-arrestin complementation, luminescence; percent of melanotan II response, DMSO zero. activation, % at 8.9 µM. P32245. 360,000 tested, 0.98% active. AID 540308;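 active = activation above a per-plate cutoff, the mean activation of sample wells on that plate plus 3 SD, cut at about 8% in these data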
NR5A2 inv ag: inverse agonists of human LRH-1 (NR5A2); O00482; HEK293T StAR-luciferase reporter, LRH-1 transfected, 24 h; inhibition, % at 3.6 µM; 360,000 tested, 0.13% active;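 active = inhibition above the mean inhibition of all tested compounds plus 3 SD, cut at about 73% in these data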;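 also: 0% = DMSO wells and 100% = reporter-only cells lacking LRH-1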
ABHD5 PLIN5 PPI: ABHD5-PLIN5 protein interaction inhibition | Split G. princeps luciferase complementation, luminescence, 4 h | 360,000 tested, 0.78% active | AID 602281 | inhibition, % at 4 µM;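 active = inhibition above the mean inhibition across every tested compound plus 3 SD, cut at about 22% in these data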;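 also: 0% = DMSO only wells and the 100% control is not disclosed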
TLR9-MyD88 inh: blocks human TLR9 binding to MyD88 | Q9NR96+Q99836 | CHO BLA complementation TLR9-MyD88, CCF4 FRET ratio | inhibition, % at 4.98 µM | 340,000 tested, 0.21% active;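 active = inhibition above the mean over all tested compounds plus 3 SD, cut at about 21% in these data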;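 also: 0% = DMSO only wells and 100% = clavulanate BLA inhibitor control wells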
COUP-TFII inh: inhibitors of human COUP-TFII (NR2F2); 370,000 tested, 0.7% active; HEK293T NGFI-A luciferase reporter, luminescence; AID 686940; inhibition, % at 8.6 µM;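 active = inhibition above a per-plate cutoff, mean inhibition of test wells between control levels plus 3 SD, cut at about 38% in these data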;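 also: cells cotransfected with COUP-TFII expression vector driving the NGFI-A reporter; 0% = median of COUP-TF2 test wells and 100% = reporter-only cells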
Target sequence (P24468 whole entry, looked up): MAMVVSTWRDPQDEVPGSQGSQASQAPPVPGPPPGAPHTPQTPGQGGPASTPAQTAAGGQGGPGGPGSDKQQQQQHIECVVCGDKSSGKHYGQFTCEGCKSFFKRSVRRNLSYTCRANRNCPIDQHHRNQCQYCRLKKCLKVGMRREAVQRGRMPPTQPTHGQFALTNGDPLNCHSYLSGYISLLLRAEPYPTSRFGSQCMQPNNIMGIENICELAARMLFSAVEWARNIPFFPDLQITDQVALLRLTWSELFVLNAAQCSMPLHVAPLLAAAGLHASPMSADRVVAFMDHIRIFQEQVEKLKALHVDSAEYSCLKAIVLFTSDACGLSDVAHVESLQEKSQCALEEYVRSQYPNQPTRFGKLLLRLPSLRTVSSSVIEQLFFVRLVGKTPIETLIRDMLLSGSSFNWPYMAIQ
SRC1 inh: inhibitors of human steroid receptor coactivator 1 (SRC1); Q15788; HEK293 GAL4-SRC1 luciferase reporter, luminescence; inhibition, % at 3.6 µM; 360,000 tested, 0.12% active; AID 588354;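 active = inhibition above the campaign mean plus 3 SD, with each screening campaign given its own cutoff, cut at about 60% in these data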;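 also: 0% = DMSO treated cells and 100% = gossypol at 36 µM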
MC4R antagonist: antagonists of human melanocortin 4 receptor (MC4R); P32245; MC4R-expressing cells, MTII-stimulated cAMP, LANCE TR-FRET; inhibition, % at 6.5 µM; 360,000 tested, 0.48% active; AID 540295;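 active = inhibition above its plate's cutoff, the mean of tested wells on that plate plus 3 SD, cut at about 29% in these data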;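 also: 0% = Melanotan II alone and 100% = Melanotan II plus saturating MCL0020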
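Assay system: human MC4R-expressing U2OS cells; reagent: Melanotan II stimulation of cells; dosing: 6.5 µM single dose; timing: compound 30 min, challenge 1 h, detection 1 h; signal: TR-FRET cAMP assay; replicates: one well per compound, no replicates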
NOD2 RIPK2 PPI: blocks binding of human NOD2 to RIPK2. AID 624267. O43353. 360,000 tested, 0.38% active. CHO BLA complementation NOD2-RIPK2, CCF4 ratio. inhibition, % at 4.98 µM; in the data active = inhibition above about 21%;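 also: 0% = vehicle only and 100% = reference blocker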
Target sequence (O43353 whole entry, looked up): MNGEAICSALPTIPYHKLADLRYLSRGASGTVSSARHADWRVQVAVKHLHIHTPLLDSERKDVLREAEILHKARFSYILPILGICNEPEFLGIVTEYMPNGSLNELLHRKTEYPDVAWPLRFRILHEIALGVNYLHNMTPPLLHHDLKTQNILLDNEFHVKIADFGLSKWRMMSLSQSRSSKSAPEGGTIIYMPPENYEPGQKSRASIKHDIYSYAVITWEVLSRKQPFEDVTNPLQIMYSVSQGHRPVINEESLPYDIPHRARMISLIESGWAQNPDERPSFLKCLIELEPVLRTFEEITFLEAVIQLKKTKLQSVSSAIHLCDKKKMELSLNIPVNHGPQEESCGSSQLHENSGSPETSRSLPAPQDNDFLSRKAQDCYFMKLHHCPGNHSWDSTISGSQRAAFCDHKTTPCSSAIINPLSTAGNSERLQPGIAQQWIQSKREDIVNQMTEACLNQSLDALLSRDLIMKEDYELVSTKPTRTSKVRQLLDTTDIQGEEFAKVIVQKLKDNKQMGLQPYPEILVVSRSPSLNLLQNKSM
Starred values were filed as active, the others as inactive; nt = no result given. The list is partial; count on the stated rates, not on these rows.

| mol | NCOA3 inh | SRC2 inh | LMP1 NFkB inh | MC4R barr agon | NR5A2 inv ag | ABHD5 PLIN5 PPI | TLR9-MyD88 inh | COUP-TFII inh | SRC1 inh | MC4R antagonist | NOD2 RIPK2 PPI |
| --- | --- | --- | --- | --- | --- | --- | --- | --- | --- | --- | --- |
| COCC(C)n1c(SCc2cc(=O)n3cc(C)ccc3n2)nc2ccccc2c1=O (stereo unspecified) | -36 | -13 | -8 | -0.6 | 25 | 1 | -2 | 6 | 7 | -45 | 2 |
| Cc1cccc(NC(=S)NC2CCCCCC2)c1C | 20 | -3 | 4 | -1.2 | -9 | -7 | 1 | -5 | -10 | 3 | -5 |
| S=C(NCCN1CCOCC1)Nc1ccc(Br)cc1 | 18 | -54 | -17 | -2.6 | 5 | 2 | -7 | 0 | -17 | 11 | 1 |
| COc1ccc(NC(=O)CSc2ccc3c(c2)OCCO3)cc1 | -13 | -18 | -16 | -0.5 | 42 | -5 | -8 | 10 | 6 | -3 | -13 |
| O=C(NCCCN1CCN(c2ccccc2F)CC1)Nc1ccc(F)cc1 | -6 | -41 | -2 | 1.0 | 19 | 4 | -4 | 4 | -8 | -4 | 5 |
| CCN(CC)CCNC(=O)Cc1c(C(=O)O)n(C)c2ccccc12 | -17 | 12 | -8 | -1.4 | -6 | -1 | 4 | -9 | -12 | -1 | -12 |
| O=C(Cn1c2ccc(F)cc2c2nc3n(c(=O)c21)CCS3)NC1CCCC1 | 0 | -41 | -8 | -0.9 | 17 | 4 | 2 | 17 | -1 | -2 | -5 |
| C[N+](C)(C)c1ccc(/C=N/Nc2nc(Cl)c(C#N)c(Cl)c2Cl)cc1 | 29 | 14 | -5 | 1.7 | 3 | 3 | -11 | -16 | -2 | 8 | -6 |
| Cc1ccccc1Cn1cc(NC(=O)CSc2nc3c(c(C(F)(F)F)n2)CCc2ccccc2-3)cn1 | 13 | 15 | -7 | -2.2 | 16 | -3 | -3 | -1 | 5 | 14 | 3 |
| CN(C)c1ccc(C(CNC(=O)c2ccco2)N2CCCC2)cc1 (stereo unspecified) | -28 | -15 | -10 | -0.8 | -46 | 8 | -3 | -13 | -31 | 7 | 1 |
| Cc1ccnc(S(=O)(=O)Cc2ccc([N+](=O)[O-])cc2)n1 | -13 | -18 | -7 | -0.2 | 9 | -4 | -2 | -21 | -7 | 10 | 9 |
| CCCCC(CC)COC(=O)C(C#N)=C(c1ccccc1)c1ccccc1 (stereo unspecified) | 10 | 5 | 6 | 3.1 | 4 | -5 | 5 | 1 | 3 | 11 | -11 |
| O=C(COC(=O)c1cc(Cl)ccc1O)NCC1CCCO1 (stereo unspecified) | 2 | 11 | -7 | -3.9 | 6 | -10 | -5 | -9 | 1 | -3 | 8 |
| O=S(=O)(NCC(c1ccccc1)N1CCNCC1)c1ccc(Cl)cc1 (stereo unspecified) | 9 | 7 | -42 | 1.8 | -12 | 5 | 3 | -16 | -8 | 10 | 0 |
| COc1cc(S(=O)(=O)n2ccc(C)n2)ccc1Cl | 2 | 0 | -19 | 0.0 | -2 | -5 | -7 | 14 | -25 | 29* | -5 |
| CN(CC(=O)Nc1cccc(F)c1)C(=O)C1CCN(C(=O)c2ccc(Cl)cc2)CC1 | -10 | 12 | -4 | -0.5 | 7 | -1 | 1 | -15 | -4 | 13 | 3 |
| Cc1nn(-c2ccccc2)c(C)c1NC(=O)COc1ccccc1C#N | -11 | 0 | 4 | 1.2 | -15 | -7 | -19 | 17 | 3 | -5 | -5 |
| O=C(CSc1nnc(-c2cccs2)o1)OC1CCCCC1 | 4 | -5 | -2 | 3.8 | 6 | 0 | -9 | 5 | -53 | 24 | -8 |
| CC1CCCCC12NC(=O)N(CC(=O)NCCc1ccc(F)cc1)C2=O (stereo unspecified) | -11 | -22 | -10 | -0.6 | 7 | -6 | -3 | 0 | -6 | -7 | -7 |
| Cc1ccc(Cc2c(-c3ccccc3)nc3c(Cl)cc(C(F)(F)F)cn23)cc1 | 2 | 6 | nt | nt | 27 | 9 | nt | -9 | 2 | nt | 1 |
| CC(Nc1ccc(S(=O)(=O)N2CCN(C)CC2)cc1[N+](=O)[O-])c1ccccc1 (stereo unspecified) | 2 | -14 | -13 | -2.0 | 10 | 5 | -7 | 6 | 0 | 6 | 0 |
| C=CCN=C1CCCc2c1[nH]c1ccc(C)cc21 | -22 | -54 | 1 | -3.5 | 2 | 2 | -9 | -54 | -32 | 3 | -12 |
| Cc1noc(C)c1S(=O)(=O)Nc1cccc(CO)c1 | 5 | -4 | 7 | 1.4 | 5 | 7 | -1 | 8 | 5 | -3 | -4 |
| O=C(NC(=S)N1CCCCC1c1cccnc1)c1ccc(Br)cc1 (stereo unspecified) | 27 | -3 | 4 | 3.2 | -3 | 5 | 0 | -7 | 7 | 5 | -21 |

Next section, starting with the last 5 of the part before.
| mol | NCOA3 inh | SRC2 inh | LMP1 NFkB inh | MC4R barr agon | NR5A2 inv ag | ABHD5 PLIN5 PPI | TLR9-MyD88 inh | COUP-TFII inh | SRC1 inh | MC4R antagonist | NOD2 RIPK2 PPI |
| --- | --- | --- | --- | --- | --- | --- | --- | --- | --- | --- | --- |
| Cc1ccc(Cc2c(-c3ccccc3)nc3c(Cl)cc(C(F)(F)F)cn23)cc1 | 2 | 6 | nt | nt | 27 | 9 | nt | -9 | 2 | nt | 1 |
| CC(Nc1ccc(S(=O)(=O)N2CCN(C)CC2)cc1[N+](=O)[O-])c1ccccc1 (stereo unspecified) | 2 | -14 | -13 | -2.0 | 10 | 5 | -7 | 6 | 0 | 6 | 0 |
| C=CCN=C1CCCc2c1[nH]c1ccc(C)cc21 | -22 | -54 | 1 | -3.5 | 2 | 2 | -9 | -54 | -32 | 3 | -12 |
| Cc1noc(C)c1S(=O)(=O)Nc1cccc(CO)c1 | 5 | -4 | 7 | 1.4 | 5 | 7 | -1 | 8 | 5 | -3 | -4 |
| O=C(NC(=S)N1CCCCC1c1cccnc1)c1ccc(Br)cc1 (stereo unspecified) | 27 | -3 | 4 | 3.2 | -3 | 5 | 0 | -7 | 7 | 5 | -21 |
| CCn1c(=O)c(=O)[nH]c2cc(C(=O)NCc3ccc(F)cc3)ccc21 | -17 | 12 | 21 | -0.6 | 7 | 1 | 2 | -3 | -23 | 7 | -15 |
| Cc1ccc(S(=O)(=O)CCC(=O)OCC(=O)Nc2cc(C)on2)cc1 | 13 | -19 | 3 | -0.8 | 10 | 6 | -2 | 9 | -10 | -3 | -11 |
| OC(COc1ccc(F)cc1)CN1CCN(CC(O)COc2ccc(F)cc2)CC1 (stereo unspecified) | -9 | 3 | 3 | 1.5 | -3 | 3 | 7 | -7 | -12 | 16 | 0 |
| CCOC(=O)c1ccc(NC(=O)c2cc3c(C)nn(-c4ccccc4Cl)c3s2)s1 | 14 | -1 | 6 | -0.4 | -9 | 2 | -8 | 15 | -5 | 11 | 2 |
| O=C(Nc1ccccc1)Nc1ccc(Cl)c([N+](=O)[O-])c1 | 9 | -5 | 25 | -1.9 | -32 | -3 | -7 | 2 | -6 | -3 | -6 |
| COC(=O)CCC(=O)OC | 12 | -14 | 6 | 0.5 | -13 | 4 | 2 | 12 | 6 | 6 | -14 |
| CCOc1ccc(NC(=O)COC(=O)Cc2ccc(S(=O)(=O)N3CCOCC3)s2)cc1 | -23 | -13 | -6 | 1.1 | -104 | -1 | -1 | -7 | -62 | 22 | 2 |
| Cc1ccc(-c2noc(-c3ccccc3C(=O)N3CCN(C)CC3)n2)cc1 | -5 | -27 | -8 | -2.1 | -6 | 1 | 6 | -15 | -48 | -3 | -6 |
| Cc1ccnc(NC(=O)CCC(=O)N(CC(=O)NC(C)(C)C)c2ccc3c(c2)OCCO3)c1 | 10 | -16 | -2 | -0.8 | 16 | 1 | 1 | -15 | 5 | 6 | 3 |
| CCOc1ccc(OCC(=O)Nc2nccs2)cc1 | -9 | nt | 43* | 7.3 | -57 | 1 | -2 | nt | -38 | 28 | -3 |
| COC(=O)c1cnc2c(c(C)nn2C)c1OC | -25 | -5 | 2 | -0.4 | 17 | -5 | nt | -12 | 9 | -3 | -3 |
| COc1cc(NS(=O)(=O)c2ccc(C)cc2)ccc1-n1cnnn1 | -10 | -21 | -10 | -0.3 | -29 | -1 | 5 | 2 | 7 | 2 | -6 |

Quoted from the listing:
Cc1ccc(-c2noc(-c3ccccc3C(=O)N3CCN(C)CC3)n2)cc1 @ SRC1 inh: -48
CCn1c(=O)c(=O)[nH]c2cc(C(=O)NCc3ccc(F)cc3)ccc21 @ ABHD5 PLIN5 PPI: 1

Further results:
| mol | NCOA3 inh | SRC2 inh | LMP1 NFkB inh | MC4R barr agon | NR5A2 inv ag | ABHD5 PLIN5 PPI | TLR9-MyD88 inh | COUP-TFII inh | SRC1 inh | MC4R antagonist | NOD2 RIPK2 PPI |
| --- | --- | --- | --- | --- | --- | --- | --- | --- | --- | --- | --- |
| O=S(=O)(N[C@H](CO)Cc1ccccc1)c1ccc(Br)cc1F | 16 | -13 | -2 | 1.2 | 11 | 4 | -4 | 7 | 14 | 2 | -2 |
| CCCCN1CNC(=S)N(c2cc(C)ccc2C)C1 | -16 | 16 | 0 | -0.4 | 9 | -5 | -8 | 6 | 10 | 16 | -2 |
| O=C(O)C(Oc1ccc2c(c1)oc(=O)c1ccccc12)c1ccccc1 (stereo unspecified) | -20 | -9 | 5 | -0.7 | 7 | -10 | 3 | 9 | 13 | -6 | -4 |
| O=C(Nc1cc(Cl)ccc1-n1cncn1)C1CC1 | -19 | -21 | -6 | -0.8 | -16 | 1 | -4 | 6 | -8 | 9 | -3 |

Compound activity: PubChem BioAssay, several laboratories
